Bioassay records (PubChem)
hERG rescue = hERG rescue from dofetilide block, primary screen, cell-based, CHO-hERG, FluxOR thallium flux, dofetilide IC70. 0.51% of 310,000 active. activation (rescue from dofetilide block), less the hit threshold, % at 10 µM. dofetilide IC70 present;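 active means activation above the mean of controls blocked by dofetilide plus 5 SD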;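 further: thallium influx through hERG after potassium depolarization seen as dye fluorescence rise; in these data hits start at about 4.7%; inactives centre near -7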
TRPC4 inh = inhibitors of mouse TRPC4 channel, primary screen, Fluo4 calcium, HEK293 TRPC4beta/mu-opioid cells | 0.39% of 300,000 active | DAMGO-evoked Fluo4 calcium flux; hits give low values | B-score at 10 µM | Short transient receptor potential channel 4 (Mus musculus), Q9QUQ5;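 active means B-score over 3 SD under the library average, no early fluorescence shift, positive overall ratio signal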
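Assay system – HEK293 line stably carrying TRPC4beta and mu-opioid receptor · Doses – single dose · Detection – Fluo4 calcium-dye fluorescence, kinetic read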
TRPC4 potent = positive allosteric modulators of TRPC4, primary screen, cell-based, mouse TRPC4beta, HEK293 mu-opioid, Fluo-4 calcium | 0.42% of 310,000 active | B-score at 10 µM | Short transient receptor potential channel 4 (Mus musculus), Q9QUQ5 | DAMGO EC20, Fluo-4 Ca2+ flux; hits give high values | AID 2227, 2009;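 active means B-score of calcium response area above 5 SD of library B-scores, with initial fluorescence ratio within 5 SD of library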;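 further: B-score of integrated fluorescence ratio over time as area under calcium response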
KCNQ1 inh = inhibitors of human KCNQ1 channel, primary screen, cell-based, thallium flux, high-throughput; Potassium voltage-gated channel subfamily KQT member 1 (Homo sapiens), P51787; CHO-K1 KCNQ1, FluxOR thallium flux fluorescence; hits give high values; B-score at 10 µM; 1.3% of 310,000 active;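 active means compounds whose thallium flux B-score, printed positive for inhibition, exceeds three library SD while starting fluorescence stays within three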;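 further: channel opened by potassium depolarization with thallium stimulus after 20 min compound exposure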
Target sequence (P51787 whole entry, looked up): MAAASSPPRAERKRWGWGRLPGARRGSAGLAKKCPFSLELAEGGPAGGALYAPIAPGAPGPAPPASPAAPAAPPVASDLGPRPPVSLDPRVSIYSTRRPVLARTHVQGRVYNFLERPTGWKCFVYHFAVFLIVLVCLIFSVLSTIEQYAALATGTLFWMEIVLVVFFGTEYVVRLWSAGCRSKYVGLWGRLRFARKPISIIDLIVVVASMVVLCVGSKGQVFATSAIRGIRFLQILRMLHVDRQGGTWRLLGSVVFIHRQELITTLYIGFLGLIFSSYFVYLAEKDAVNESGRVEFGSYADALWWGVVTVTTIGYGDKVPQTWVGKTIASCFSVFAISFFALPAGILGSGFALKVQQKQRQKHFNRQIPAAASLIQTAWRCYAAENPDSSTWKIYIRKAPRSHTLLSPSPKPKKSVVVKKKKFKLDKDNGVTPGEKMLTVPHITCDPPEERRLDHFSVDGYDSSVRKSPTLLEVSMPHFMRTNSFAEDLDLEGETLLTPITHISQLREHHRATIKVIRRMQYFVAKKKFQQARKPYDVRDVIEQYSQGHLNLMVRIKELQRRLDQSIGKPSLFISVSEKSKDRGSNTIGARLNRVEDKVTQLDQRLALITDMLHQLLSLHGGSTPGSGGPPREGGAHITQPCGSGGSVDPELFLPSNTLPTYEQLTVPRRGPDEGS
TRPC4 act = activators of mouse TRPC4 channel, primary screen, Fluo4 calcium, HEK293 TRPC4beta/mu-opioid cells | Short transient receptor potential channel 4 (Mus musculus), Q9QUQ5 | Fluo4 calcium fluorescence; hits give high values | B-score at 10 µM | 0.49% of 310,000 active;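 active means B-score above 5 SD of library B-scores, and initial fluorescence ratio not above library mean plus 5 SD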;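 further: positive B-score marks a calcium rise read as TRPC4 activation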
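Incubation: 45 min room-temperature Fluo4 loading, 110 s read / System: HEK293 cells stably co-expressing mouse TRPC4beta and mu-opioid receptor / Signal: Fluo4 fluorescence, kinetic / Control set: buffer (low) and maximal DAMGO (high) / Measure: integrated baseline-normalised fluorescence ratio, converted to per-well B score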
PolyA inhibitor = polyadenylation inhibitors in yeast reporter cells, primary screen, luminescence, S. cerevisiae | calls only at 12 µM | 0.02% of 300,000 active | S. cerevisiae SKY197-pL101 polyadenylation reporter, beta-gal luminescence; efflux-impaired pdr1/pdr3 knockout yeast; score 100 = 6 SD above DMSO;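 active means lowest replicate activity score at least 50, where 100 means six control SD above control mean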;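 further: yeast exposed to compound for 9 h at 30 °C; higher score means more reporter readthrough which indicates perturbed polyadenylation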
KCNK3 inh = human KCNK3 channel inhibitors, primary screen, CHO cells, FluxOR thallium flux, B-score. B-score at 10 µM. FluxOR fluorescence; hits give low values. 0.84% of 340,000 active. AID 602410, 2012. Potassium channel subfamily K member 3 (Homo sapiens), O14649;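 active means B-score under library mean minus 4 SD, starting fluorescence ratio at most library mean plus 5 SD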;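 further: more negative B-score means stronger inhibition of thallium flux through KCNK3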
DYRK1A inh = rat Dyrk1A kinase inhibitors, primary screen, biochemical, single point, plate reader; Dual specificity tyrosine-phosphorylation-regulated kinase 1A (Rattus norvegicus), Q63470; ADP-Glo luminescence, NFATc1 peptide; inhibition, % at 12.5 µM; 0.43% of 310,000 active; AID 504441, 2011; in the data active means inhibition above about 50%;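 further: plate controls were vehicle with enzyme for no effect and no enzyme for full effect; many of its hits are not listed in these tables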
KCNK9 inh = KCNK9 potassium channel inhibitors, primary screen, HEK293 cells, thallium flux. Potassium channel subfamily K member 9 (Homo sapiens), Q9NPC2. FluxOR thallium flux fluorescence; hits give low values. B-score at 10 µM. 1.2% of 310,000 active;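 active means ratio B-score over 3 SD below the library mean, with starting fluorescence within 5 SD of its mean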;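 further: negative B-score means less thallium flux so channel inhibition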
Target sequence (Q9NPC2 whole entry, looked up): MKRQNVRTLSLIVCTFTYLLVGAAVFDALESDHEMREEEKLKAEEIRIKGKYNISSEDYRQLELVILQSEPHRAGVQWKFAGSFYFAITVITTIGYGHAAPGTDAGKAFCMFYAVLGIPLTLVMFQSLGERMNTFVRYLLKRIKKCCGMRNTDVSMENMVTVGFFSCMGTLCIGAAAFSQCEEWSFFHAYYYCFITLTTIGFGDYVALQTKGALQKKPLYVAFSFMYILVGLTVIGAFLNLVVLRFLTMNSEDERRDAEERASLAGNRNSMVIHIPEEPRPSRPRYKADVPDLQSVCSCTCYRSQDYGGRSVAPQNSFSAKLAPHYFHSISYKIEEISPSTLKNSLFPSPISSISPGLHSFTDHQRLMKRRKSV
Platelet DG rel = inhibitors of platelet dense granule secretion, primary screen, cell-based, MLPCN, human platelets; human platelet-rich plasma, SFLLRN dense granule ATP release, luminescence; inhibition, %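 (compounds screened at 7.5 µM in platelet-rich plasma)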; 0.22% of 300,000 active;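 active means mean replicate score, as percent of positive control, at or above 50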
KCNQ1 act = potentiators or activators of KCNQ1 channel, primary screen, cell-based, thallium flux, high-throughput. Potassium voltage-gated channel subfamily KQT member 1 (Homo sapiens), P51787. CHO-K1 KCNQ1, thallium flux FluxOR fluorescence; hits give high values. B-score at 10 µM. 0.35% of 310,000 active. AID 2648, 2010;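 active means fluorescence ratio B-score, a plate-corrected score, at least three library SD, with initial intensity B-score within 5 SD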
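System: Stable KCNQ1 CHO-K1 line | Incubation: 90 min dye loading and 20 min compound exposure, both at room temperature | Measure: Ratio B score | Medium: Assay buffer for compound exposure, DMSO matched across wells | Compound dosing: Single-concentration screen | Probe or stimulus: K+/Tl+ depolarizing stimulus | Measured by: Kinetic FluxOR fluorescence, 10 s baseline plus 110 s post-stimulus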
* marks the source's active call; other numbers are inactive results; i = inactive; . = no result given. A portion of the library. The share of hits here may be higher or lower than overall.

Each structure is followed by: KCNK3 inh, KCNK9 inh, PolyA inhibitor, Platelet DG rel, TRPC4 inh, TRPC4 potent, DYRK1A inh, TRPC4 act, KCNQ1 act, hERG rescue, KCNQ1 inh
> CS(=O)(=O)N1CCN(c2nc(-c3ccc(F)cc3)cs2)CC1
→ i, i, i, 6, i, i, -7, i, i, -2, i
> CC(C)(C)c1ccc(C(=O)NCC(=O)NNC(=O)c2ccccc2O)cc1
→ i, i, i, -4, i, i, -3, i, i, -21, i
> CN(C(=O)CSc1nnc(-c2c[nH]c3ccccc23)o1)C1CCS(=O)(=O)C1 (stereo not given)
→ i, i, i, -3, i, i, -1, i, i, -5, i
> Cc1ccccc1N=C1Nc2ccccc2CS1
→ i, i, i, 10, i, i, 7, i, i, -5, i
> O=C(c1cc(N2CCOCC2)c(F)cc1[N+](=O)[O-])N1CCOCC1
→ i, i, i, -1, i, i, -2, i, i, -1, i
> O/N=C/c1ccccc1OCc1ccc(Cl)cc1
→ i, i, i, 1, i, i, 5, i, i, -6, i
> CCOc1cc(/C=C2/SC(=O)N(CC(=O)N3CCc4ccccc4C3)C2=O)ccc1OCC(=O)O
→ i, i, i, 15, i, i, -1, i, i, -7, i
> CN(C)S(=O)(=O)c1ccc(NC(=O)c2cccnc2)cc1
→ i, i, i, -2, i, i, 1, i, i, -4, i
> COc1ccc2nc(NC(C)=O)sc2c1
→ i, i, i, -2, i, i, 27, i, i, -9, i
> CCN1C(=O)[C@H]2[C@@H](c3ccc(C)cc3)N3C(=O)N(c4ccc(C)cc4)C(=O)[C@@]3(Cc3ccccc3)[C@H]2C1=O
→ i, i, i, -4, i, i, -8, i, i, -8, i
> Cn1c(CO)cnc1SCc1ccc(F)cc1
→ i, i, i, -2, i, i, 5, i, i, -9, i
> O=C(Nc1cccnc1)c1ccc(Cl)c(S(=O)(=O)N2CCCC2)c1
→ i, i, i, 0, i, i, 4, i, i, -8, i
> COc1cc(C(=O)Nc2cc(C(F)(F)F)ccc2N2CCOCC2)ccc1O
→ i, i, i, -2, i, i, -5, i, i, -4, i
> COc1ccc(S(=O)(=O)N2CCC(C(=O)NCc3cccnc3)CC2)cc1C
→ i, i, i, -22, i, i, 3, i, i, -6, i
> COC(=O)c1c(C)[nH]c(C(=O)OCC(=O)NC(C)(C)C)c1C
→ i, i, i, -2, i, i, 1, i, i, -14, i
> C/C(=N\NC(=O)c1cccs1)c1cccnc1
→ i, i, i, 3, i, i, 4, i, i, -9, i
> Clc1ccccc1Cc1noc(CN2CCN(c3cnccn3)CC2)n1
→ i, i, i, 10, i, i, 6, i, i, -11, i
> CC1Nc2ncnc(N3CCc4ccccc4C3)c2N(Cc2ccc(Br)cc2)C1=O (stereo not given)
→ i, -11*, i, -2, i, i, 0, i, i, -16, i
> O=c1cc(N2CCOCC2)cnn1-c1ccccc1
→ i, i, i, 18, i, i, 10, i, i, -1, i
> CCCCNC(=O)c1sc2nc(C)cc(COC)c2c1-n1cccc1
→ i, i, i, -1, i, i, 6, i, i, -6, i
> CCC(C(=O)N/N=C(\C)c1cccnc1)c1ccccc1 (stereo not given)
→ i, i, i, -16, i, i, 4, i, i, -12, i
> COc1ccc(NC(C)=O)cc1NC(C)c1nc2sc(C)c(C)c2c(=O)[nH]1 (stereo not given)
→ i, i, i, -2, i, i, 4, i, i, -11, i
> CCOC(=O)C1(C/C(C)=N/NC(N)=O)CC(C)(C)OC1=O (stereo not given)
→ i, i, i, -24, i, i, 1, i, i, -12, i
> Cc1nn(C)c(C(=O)NC(=S)Nc2ccc([N+](=O)[O-])cc2)c1Cl
→ i, i, i, 3, i, i, -1, i, 34*, 43*, i
> Cc1nn2c(N)csc2nc1=O
→ ., i, i, -2, i, i, ., i, i, -9, i
> COC(=O)c1cc(C(=O)OC)n(Cc2ccc(F)cc2)n1
→ i, i, i, -1, i, i, -4, i, i, -2, i
> OC(CN1CCCCC1)Cn1c2ccc(Cl)cc2c2cc(Cl)ccc21 (stereo not given)
→ i, i, i, -11, i, i, -2, i, i, -20, i
> Cc1c(C(=O)N2CCN(CCc3ccccc3)CC2)oc2ccccc12
→ i, i, i, -5, i, i, 5, i, i, -22, i
> COc1ccc(N(CC(=O)Nc2ccc(C(N)=O)cc2)S(=O)(=O)c2ccc(C)c([N+](=O)[O-])c2)cc1
→ i, i, i, -2, i, i, -1, i, i, 0, i
> COC(=O)c1ccc(/C=N/NC(=O)CC(=O)NCc2cccnc2)cc1
→ i, i, i, -7, i, i, -2, i, i, -8, i
> CC(=O)Nc1cccc(NC(=O)COC(=O)CO/N=C(\C)c2ccc3c(c2)OCO3)c1
→ i, i, i, -6, i, i, -4, i, i, -3, i
> Cc1ccc(C)n1-n1cnc2sc3c(c2c1=O)CCC3
→ i, i, i, 0, i, i, 3, i, i, -6, i
> CCOC(=O)C[n+]1ccc2c([nH]c3ccccc32)c1C
→ i, i, i, -1, i, i, 1, i, i, 1, i
> COc1ccccc1-c1ccc(/C=C2/C=C(C)OC2=O)o1
→ i, i, i, -4, i, i, 1, i, i, -5, i
> Cc1[nH]nc2c1-c1nc3ccccc3nc1C(C)(C)C2
→ i, i, i, 3, i, i, 80*, i, i, -7, i
> Cc1ccccc1NC(=O)c1ccc2c(c1)OCCO2
→ i, i, i, 4, i, i, 3, i, i, -4, i
> Cc1ccc(NC(=O)CSc2nnc(CCNC(=O)OC(C)(C)C)o2)c(C)c1
→ i, i, i, 8, i, i, 2, i, i, -17, i
> CCOc1ccc(N(CC(=O)N/N=C/c2ccc(OC(C)C)cc2)S(C)(=O)=O)cc1
→ i, i, i, -6, i, i, 2, i, i, -15, i
> O=C1CC(c2ccc(O)cc2)Oc2cc(O)cc(O)c21 (stereo not given)
→ i, i, i, -1, i, i, 21, i, i, -7, i
> Cc1ccc(N2C(=O)C3C(C(=O)c4ccccc4)=NN(c4ccccc4)C3C2=O)cc1 (stereo not given)
→ i, i, i, 7, i, i, -4, i, i, -6, i

Reprinted from the part before: 2 entries; new compounds follow.
Each structure is followed by: KCNK3 inh, KCNK9 inh, PolyA inhibitor, Platelet DG rel, TRPC4 inh, TRPC4 potent, DYRK1A inh, TRPC4 act, KCNQ1 act, hERG rescue, KCNQ1 inh
> O=C1CC(c2ccc(O)cc2)Oc2cc(O)cc(O)c21 (stereo not given)
→ i, i, i, -1, i, i, 21, i, i, -7, i
> Cc1ccc(N2C(=O)C3C(C(=O)c4ccccc4)=NN(c4ccccc4)C3C2=O)cc1 (stereo not given)
→ i, i, i, 7, i, i, -4, i, i, -6, i
> CN(C(=O)c1ccco1)c1nc2c(s1)CCCC2
→ i, i, i, 10, i, i, -2, i, i, -4, i
> CCOC(=O)Nc1c(C(=O)OC)[nH]c2cccc(OC)c12
→ i, i, i, 4, i, i, -3, i, i, -4, i
> O=C(COC(=O)/C=C/c1ccc(C(F)(F)F)cc1)NCc1ccco1
→ i, i, i, -2, i, i, -2, i, i, -8, i
> CCc1c(C)nc(N2CCN(c3ccc(F)cc3)CC2)[nH]c1=O
→ i, i, i, -5, i, i, ., i, i, -4, i
> COc1cc2c(cc1NC(=O)CN(C)Cc1ccc(OC)c(OC)c1)oc1ccccc12
→ i, i, i, 1, i, i, 2, i, i, -5, i
> CCCC(=O)Nc1nc(-c2ccccc2)ns1
→ i, i, i, 1, i, i, -1, i, i, -3, i
> COc1ccc(NC(=O)C2CCCN(S(=O)(=O)c3c(C)[nH]c(=O)[nH]c3=O)C2)cc1Cl (stereo not given)
→ i, i, i, 3, i, i, 1, i, i, -11, i
> COc1cc(CN2CCNC(=O)C2CC(=O)NCc2csc(C(C)C)n2)cc(OC)c1 (stereo not given)
→ i, i, i, -2, i, i, 4, i, i, -2, i
> Cc1ccc2cc(/C=N/NC(=O)c3ccccc3O)c(Cl)nc2c1
→ i, i, i, 7, i, i, 3, i, i, -3, i
> CN(C)C(=O)c1cc(C(=O)c2ccccc2Cl)c[nH]1
→ i, i, i, 3, i, i, -1, i, i, -6, i
> CCN(CC)c1ccc(NC(=O)CSc2n[nH]c(-c3ccco3)n2)cc1
→ i, i, i, 18, i, i, -3, i, i, -15, i
> CSc1ccccc1Nc1ncnc(N)n1
→ i, i, i, -27, i, i, 7, i, i, -9, i
> COc1cccc(NC(=O)Nc2cccn(Cc3ccccc3)c2=O)c1
→ i, i, i, 1, i, i, -7, i, i, -4, i
> COc1ccccc1NC(=O)c1cnc(SCC(=O)NCC2CCCO2)n(C)c1=O (stereo not given)
→ i, i, ., 23, i, i, ., i, i, -10, i
> O=C(NCc1ccccc1)c1onc(CSc2ccncc2)c1C(=O)NCc1ccccc1
→ i, i, i, -1, i, i, 10, i, i, -3, i
> O=C(CC1C(=O)NCCN1Cc1ccc(-c2ccccc2)cc1)NCc1ccccc1 (stereo not given)
→ i, i, i, -2, i, i, -7, i, i, -9, i
> CC(C)(C)c1nnc(N/N=C/c2ccc(Br)cc2)n(N)c1=O
→ i, i, i, 6, i, i, -5, i, i, -8, i
> FC(F)(F)c1ccc(Cl)c(-n2c(-c3ccco3)n[nH]c2=S)c1
→ i, i, i, -4, i, i, -1, i, i, -6, i
> c1cc(-c2nnc3n2CCCCC3)ccn1
→ i, i, i, 4, i, i, -7, i, i, -7, i
> CCCOc1cccc(C2/C(=C(/O)c3ccc(F)cc3)C(=O)C(=O)N2CCN(C)C)c1 (stereo not given)
→ i, i, i, ., i, i, -2, i, i, -6, i
> CCS(=O)(=O)CCSc1nc2ccccc2s1
→ i, i, i, -1, i, i, 20, i, i, -3, i
> Nc1ccc(SCCN2C(=O)c3ccccc3C2=O)cc1
→ i, i, i, -1, i, i, -6, i, i, -14, i
> CCOC(=O)CC1C(=O)NCCN1C(=S)NC(=O)c1ccccc1OC (stereo not given)
→ i, i, i, -2, i, i, 13, i, i, -4, i
